Screening results: PubChem, several laboratories
OX1R antag – OX1R (HCRTR1) antagonists, primary screen, fluorescence, CHO/OX1R cells, Fluo-8 calcium, orexin A. Orexin/Hypocretin receptor type 1 (Homo sapiens), O43613. Fluo-8 calcium fluorescence. inhibition, % at 5 µM. 330,000 compounds, 0.43% hits;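 active = inhibition above its plate's threshold, mean inhibition of all tested compounds on the plate plus 3 SD, cut at about 37% in these data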;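 also: 0% = orexin A challenge wells and 100% = SB-334867-A antagonist wells; not every result past the cut was called active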
Target sequence (O43613 whole entry, looked up): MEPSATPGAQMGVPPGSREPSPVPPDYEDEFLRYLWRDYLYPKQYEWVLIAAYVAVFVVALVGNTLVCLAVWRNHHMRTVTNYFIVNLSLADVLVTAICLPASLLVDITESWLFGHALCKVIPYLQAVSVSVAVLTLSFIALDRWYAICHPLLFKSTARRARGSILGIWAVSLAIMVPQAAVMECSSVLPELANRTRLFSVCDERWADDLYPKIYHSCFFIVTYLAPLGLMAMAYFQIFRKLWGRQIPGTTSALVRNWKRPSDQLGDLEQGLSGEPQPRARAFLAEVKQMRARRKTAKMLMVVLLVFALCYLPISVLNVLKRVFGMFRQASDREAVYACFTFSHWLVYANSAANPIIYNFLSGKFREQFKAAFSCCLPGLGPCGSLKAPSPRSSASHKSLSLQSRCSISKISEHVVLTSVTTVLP
CHT allo act – CHT positive allosteric modulators, primary screen, cell-based, membrane potential dye, choline EC20 | 310,000 compounds, 0.49% hits | B-score at 10 µM | High affinity choline transporter 1 (Homo sapiens), Q9GZV3 | CHT-expressing cells; hits give high values; LV-AA mutant CHT in HEK293 cells;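 active = initial fluorescence not abnormally high and integrated response B-score, plate-corrected, over 3 SD above library mean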
Target sequence (Q9GZV3 whole entry, looked up): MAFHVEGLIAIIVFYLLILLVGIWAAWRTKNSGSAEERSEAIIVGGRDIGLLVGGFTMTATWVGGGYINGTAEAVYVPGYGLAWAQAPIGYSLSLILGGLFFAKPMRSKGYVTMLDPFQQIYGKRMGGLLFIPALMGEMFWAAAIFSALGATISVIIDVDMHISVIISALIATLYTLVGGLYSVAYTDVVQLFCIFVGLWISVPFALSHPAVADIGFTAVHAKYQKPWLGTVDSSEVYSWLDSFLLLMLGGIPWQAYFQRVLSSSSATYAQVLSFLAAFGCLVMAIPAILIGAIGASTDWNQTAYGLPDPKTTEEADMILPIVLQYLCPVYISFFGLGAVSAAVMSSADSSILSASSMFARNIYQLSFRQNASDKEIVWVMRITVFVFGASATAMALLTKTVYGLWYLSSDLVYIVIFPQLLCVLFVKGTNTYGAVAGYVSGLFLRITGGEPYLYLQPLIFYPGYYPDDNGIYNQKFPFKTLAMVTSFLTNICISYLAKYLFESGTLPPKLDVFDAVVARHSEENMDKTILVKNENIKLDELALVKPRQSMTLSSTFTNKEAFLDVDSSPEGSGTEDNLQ
Starred values were filed as active, the others as inactive; i = inactive; · = not tested or not shown. The order is random. About 0.8% of those tested had a hit in this group.

Start of the listing, in advance:
Values in the order: OX1R antag	CHT allo act
O=C(c1cccc(Cl)c1)N1CCC(C(=O)N2CCN(Cc3ccccc3)CC2)CC1
  -18.0	i
COc1ccc(CNC(=O)CN(C(=O)c2csnn2)c2cccc3c2CCCC3)cc1
  -23.5	i

The whole of this part (from the top)
Values in the order: OX1R antag	CHT allo act
O=C(c1cccc(Cl)c1)N1CCC(C(=O)N2CCN(Cc3ccccc3)CC2)CC1
  -18.0	i
COc1ccc(CNC(=O)CN(C(=O)c2csnn2)c2cccc3c2CCCC3)cc1
  -23.5	i
COc1ccc(NC(=O)c2[nH]c(C)c(C(C)=O)c2C)cc1
  -8.1	i
CC(=O)N1c2ccccc2C2CCCC[C@H]21 (stereo partly specified)
  -16.1	·
O=C(COC(=O)c1ccccc1[N+](=O)[O-])Nc1cc(S(=O)(=O)N2CCOCC2)ccc1N1CCCC1
  -15.7	i
Cc1ccc(C)c(NC(=O)CSc2nc3nc(-c4cccs4)cc(C(F)(F)F)c3c(=O)[nH]2)c1
  -10.6	i
CNS(=O)(=O)c1cnccc1N1CCN(c2cccc(C)c2)CC1
  -20.4	i
CC(=O)c1[nH]c(C)c(C(=O)N2CCCC(Nc3cccc(F)c3)C2)c1C (stereo unspecified)
  -8.5	i
COc1cc(OC)cc(C(=O)NC(=S)NNC(=O)Cc2cccs2)c1
  -15.8	i
CCCN1C/C(=C/c2ccc3c(c2)OCO3)C(=O)/C(=C/c2ccc3c(c2)OCO3)C1
  0.9	i
COc1ccc2c(C)cc(C)nc2n1
  -6.6	i
O=C(CSc1ncnc2ccccc12)N1CCCC1
  -3.0	i
N#C/C(=C/c1ccc(C(=O)O)cc1)C(=O)NCc1ccccc1
  -10.7	i
O=C(CN1C(=O)c2ccccc2S1(=O)=O)N1CCc2ccccc2C1
  4.5	i
COCCCNCCOCCOc1ccc(C)cc1[N+](=O)[O-]
  -11.4	i
Cc1ccccc1C(=O)Nc1ccc(Br)c(C)n1
  -5.1	i
Cc1ccc(-n2ccnc(SCC(=O)NC3CCCC3)c2=O)cc1F
  -12.2	i
Cc1[nH]c(=S)c(C#N)c(-c2ccccc2)c1C(=O)Nc1ccccc1
  -13.6	i
Cc1c(C(=O)N(Cc2ccco2)Cc2cccs2)oc2ccccc12
  -2.9	·
Cc1ccc(S(=O)(=O)N2CCN(C(=O)CSc3nc4ccccc4c(=O)[nH]3)CC2)c(C)c1
  -23.5	i
O=C(NC(Cc1c[nH]c2ccccc12)C(=O)Nc1ccc(F)c([N+](=O)[O-])c1)c1cccs1 (stereo unspecified)
  0.2	i
COc1ccccc1NC(=O)C(=O)N/N=C(\C)CC(=O)Nc1ccccc1C(F)(F)F
  -34.7	i
CCCCn1c2nc3ccccc3nc2c2c(=O)n(CCC)cnc21
  -30.0	i
O=C(N/N=C1\CCCc2c1[nH]c1ccc([N+](=O)[O-])cc21)c1ccncc1
  -15.2	i
COc1cc2sc3ccc(-c4ccc5[nH]ccc5c4)cc3c(=O)c2cc1OC
  29.7	i
COC(=O)C(/C=N/OCc1ccc([N+](=O)[O-])cc1)NC(=O)c1ccccc1 (stereo unspecified)
  30.7	i
Cc1ccccc1C(=O)N1CCC(C(=O)N(C)CCOc2ccccc2)CC1
  -10.8	i
Nc1nc(NCc2ccccc2)nc(NCCO)c1[N+](=O)[O-]
  -22.1	i
COc1ccccc1NS(=O)(=O)c1cc(N=N/C(C(=O)Nc2ccc(Cl)cc2)=C(/C)O)ccc1C
  -8.1	·
COc1ccc(NC(=O)C=C(C)C)cc1Cl
  -8.8	i
CCN(CC(F)(F)C(F)F)S(=O)(=O)c1ccc(NC(=O)OC)cc1
  -3.8	i
Cc1cc(NC(=O)COC(=O)COc2ccc3c(c2)CCC3)no1
  -13.1	i
S=C(NCCN1CCOCC1)Nc1cccc2ccccc12
  -3.1	i
Oc1ccc(-c2nc3cnccn3c2Nc2ccc3c(c2)OCCO3)cc1
  -24.7	8.28*
Cc1ccccc1CNC(=O)c1ccccc1N(C)S(=O)(=O)c1ccccc1
  -34.1	i
CC(C)(C)c1ccc(NC(=O)COC(=O)C2CCCC2)cc1
  6.6	·
CCOC(=O)c1oc2ccccc2c1NC(=O)CN1CCN(C)CC1
  -27.4	i
CCOc1cc(C(=O)N(CC)CC(=O)Nc2c(F)cccc2F)ccc1OCC(=O)N1CCCCC1
  -4.3	i
COc1ccc(C(OC(=O)c2ccco2)C(=O)NCc2ccco2)cc1 (stereo unspecified)
  -13.2	i
COc1ccc(Cl)cc1N(CC(=O)Nc1ccc2c(c1)OCO2)S(C)(=O)=O
  -28.5	i
CC(=O)Nc1ccc(C(=O)OCc2ccc(Cl)cc2)cc1
  -9.8	i
COC(=O)CC(NC(=O)c1ccco1)c1cccc2ccccc12 (stereo unspecified)
  -3.4	i
Cc1ccc(OCC(=O)NCc2ccccc2)c([N+](=O)[O-])n1
  -6.5	i
O=[N+]([O-])c1cccc(-c2c(-c3ccccc3)ncc3cc(F)ccc23)c1
  -15.9	·
CCOC(=O)C1=C(N)OC2=C(C(=O)CCC2)C1c1ccc2c(c1)OCO2 (stereo unspecified)
  -20.4	i

Additional records:
smiles	OX1R antag	CHT allo act
CCc1ccccc1NC(=S)N(CCCN1CCN(C)CC1)Cc1cccs1	-22.2	i
CC(=O)N1[C@@H]2CC3C4CC=C5C[C@@H](O)CC[C@]5(C)C4CC[C@]3(C)[C@@]21C(C)=O (stereo partly specified)	4.5	i
Cc1ccc(C(=O)NN2CCOCC2)cc1[N+](=O)[O-]	-6.4	i
COc1cc(C2C(C#N)=C(C)NC3=C2C(=O)c2ccccc23)cc(OC)c1OC (stereo unspecified)	-22.8	i
COc1cc(OC)c2c(c1)S(=O)(=O)C(c1ccccc1)=C2N	-10.7	i
Cc1noc(C)c1COc1ccc(C(=O)Nc2nnc(CC(C)C)s2)cc1	-14.7	·
O=C(O)c1ccc(COc2cccc(CO)c2)cc1	-23.8	i
CCOc1cc(/C=C(\C#N)C(=O)Nc2ccc(S(N)(=O)=O)cc2)ccc1OCCN1CCOCC1	0.6	i
Cn1c(=O)c2c(n(C)c1=O)=NC1(CCCCC1)N=2	-2.9	i
O=[N+]([O-])c1ccc2c(c1Nc1ccccc1Cl)=NC1(CCCCC1)N=2	-15.0	i
Cc1ccc(S(=O)(=O)NCCc2cn3nc(C)c(C)nc3n2)cc1C	-16.6	i
CC(C)C(=O)N1CCN(c2cc(N3CCN(C)CC3)c(F)cc2[N+](=O)[O-])CC1	-17.1	7.87*
CCCNC(=O)Nc1cc(OCC)c(N2CCOCC2)cc1OCC	-21.1	i
CCC(C)NC(=O)C(CCSC)NC(=O)c1ccccc1 (stereo unspecified)	-24.2	i
Cc1ccc(NC(=O)c2cc([N+](=O)[O-])ccc2N2CCOCC2)cc1S(=O)(=O)N1CCOCC1	-29.4	i
O=[N+]([O-])c1ccccc1-c1ccc(C(=S)N2CCCC2)o1	-23.6	i
O=C1CC(c2ccccc2)n2ncnc2N1 (stereo unspecified)	-21.6	i
O=[n+]1cc(-c2ccc(Cl)cc2)n([O-])c2c1CCC2	-6.5	i
CCC(=O)OCCNc1cc(Sc2nc3ccccc3s2)c2nonc2c1[N+](=O)[O-]	59.5*	i
CSc1ccc(S(=O)(=O)NCC(=O)OCC(=O)N2CCCCC2C)cc1[N+](=O)[O-] (stereo unspecified)	-24.0	i
COc1ccc(/C=C(/NC(=O)/C=C/c2ccccc2)C(=O)N2CCOCC2)cc1	7.3	i
Cn1c(-c2ccc3c(c2)OCO3)cnc1NCc1cccc(Cl)c1	-12.7	i
CC1CCCCN1CC(=O)NCc1ccc2c(c1)OCO2 (stereo unspecified)	-4.4	i
COc1ccc(CNC(=O)CCS(=O)(=O)Cc2cccc(Cl)c2)c(OC)c1	-37.5	i
Cc1ccc(C)c(NC(=O)C(OC(=O)c2ccc(NC(=O)CC#N)cc2)c2ccccc2)c1 (stereo unspecified)	-27.1	i
Cc1nn(CC(=O)Nc2ccc(N(C)C)cc2)c(C)c1[N+](=O)[O-]	-7.3	i
Cc1ccc(S(=O)(=O)NC(C)(C)CSc2ncccn2)cc1	-4.1	i
O=C(NC(=O)c1cccc(Cl)c1)OC[C@@H]1CCCN2CCCCC12 (stereo partly specified)	-6.6	i
COc1ccccc1NS(=O)(=O)c1ccc(Cl)c(NC(=O)CN2C(=O)c3ccccc3C2=O)c1	-21.7	i
FC(F)(F)c1cccc(NCc2cn3cccnc3n2)c1	-11.6	i
CCn1c(SCC(=O)NCc2ccc3c(c2)OCO3)nc2c(c1=O)SCC2	-18.9	i
CCn1c(CNC(=O)c2ccccc2Br)nnc1SCC(=O)NC1=NCCS1	0.1	i
CC(=O)N(Cc1cccs1)Cc1cc2ccc(C)c(C)c2nc1Cl	-13.7	i
CCOc1ccc(CCNC(=O)COC(=O)/C=C/c2ccccc2)cc1OCC	-32.3	i
CCN(CC)C(=O)CN(c1ccc2c(c1)OCO2)S(C)(=O)=O	-0.1	i
O=C(O)c1ccc2c(=O)n(Cc3ccccc3)c(SCc3ccc([N+](=O)[O-])cc3)nc2c1	-23.9	i
CC1(c2ccccc2)CC(C)(C)N(C(=O)C2CCCO2)c2ccccc21 (stereo unspecified)	39.3	i
Cc1csc(SCC(=O)O)n1	0.8	i
Cc1nn(-c2ccccc2)c2nc3c(cc12)C(=O)CCC3	-21.5	i
CN1/C(=C\C(=O)COC(=O)c2nccnc2N)C(C)(C)c2ccccc21	-19.9	i
O=C(Cn1cnc2ccccc2c1=O)c1ccc(Br)cc1	-17.2	i
COc1ccc(C(=O)COC(=O)CCC(=O)Nc2ccc(C(C)=O)cc2)cc1	-5.3	i
CCOC(=O)C1=CN(Cc2cccc(-c3ccc4c(c3)OCO4)c2)S(=O)(=O)N(C)C1C (stereo unspecified)	4.4	·
COc1ccccc1OCCn1c(=O)n(C)c2ccccc21	-9.0	i
COC(=O)CN(c1c(C)cccc1C)S(C)(=O)=O	-10.5	i
O=Nc1c(O)n(Cc2c(Cl)cccc2Cl)c2ccccc12	-23.9	i
Cc1c(NC(=O)COC(=O)Cc2ccc(F)cc2)c(=O)n(-c2ccccc2)n1C	8.3	i
NS(=O)(=O)c1ccc(NC(=O)C2Cc3ccccc3CN2C(=O)c2ccco2)cc1 (stereo unspecified)	-6.9	i
c1ccc2c(c1)Cc1cc(CN3CCOCC3)ccc1-2	-12.7	i
CCOC(=O)c1[nH]c(=O)[nH]c1CNc1ccccc1C#N	-5.2	i

Next part:
smiles	OX1R antag	CHT allo act
O=C(CCS(=O)(=O)c1ccc(F)cc1)N1CCN(c2ccccc2)CC1	-5.4	i
COc1ccc(NC(=O)NNC(=O)c2ccc3ccccc3c2)cc1OC	-22.3	i
O=C(NCCn1cc(SCc2ccccc2)c2ccccc21)c1ccccc1F	-2.7	i
O=[N+]([O-])c1c(NCCO)cc(N2CCN(Cc3ccc4c(c3)OCO4)CC2)c2nonc12	-3.6	i
CCOc1cc(C2CC(=O)Nc3cc(C)c(C)cc32)ccc1O (stereo unspecified)	-19.1	i
CCC(CO)Oc1cc(NCc2ccc(Cl)cc2Cl)c2ncn(C(C)C)c2c1 (stereo unspecified)	-6.5	·
CN(C)S(=O)(=O)c1cccc(-c2nnc3n2CCCCC3)c1	6.6	i
O=C(Nc1ccc(Oc2cccc(C(F)(F)F)c2)nc1)c1cccs1	16.0	i
CCN1CCN(C(CNC(=O)c2ccc3c(c2)OCO3)c2cccnc2)CC1 (stereo unspecified)	-16.4	i
Cc1ccc(Sc2ccc(C(=O)N(C)C)cc2[N+](=O)[O-])cc1	-15.5	i
CCc1ccc(NC(=O)COn2nnc3ccc(S(=O)(=O)N(C)C)cc32)cc1	-1.6	i
O=C(CNCC1CCCCC1)Nc1cccc(S(=O)(=O)N2CCOCC2)c1	-16.7	i
COc1cccc(CNC(=O)CCC2CCCN(C(=O)c3cc(C)[nH]n3)C2)c1 (stereo unspecified)	-11.9	i
Cn1cccc1Cc1nnc(SCC(=O)Nc2ccccc2F)n1CCc1ccccc1	-24.4	i
Cc1cccc(C)c1NC(=O)CN(C)C(C)C(=O)Nc1ccccc1-c1ccccc1 (stereo unspecified)	-17.9	i
O=C(CN1CCN(C(=O)c2ccccc2)CC1)Nc1ncc(Br)cc1Br	-10.0	i
CC(=O)N(CCCNC(=O)c1ccccc1)C(=O)c1ccccc1	-18.9	i
COC(=O)c1ccc(C)c(NC(=O)Cn2c(C)csc2=O)c1	-20.0	·
O=S(=O)(NCc1nnc2ccccn12)c1ccc(Cl)cc1	-10.3	·
NC(=O)Cn1c(=O)n(CCc2ccccc2)c(=O)c2c3c(sc21)CCCC3	-14.5	i
Cc1ccc(S(=O)(=O)N(C)CCCC(=O)Nc2ccc(F)cc2)cc1	-26.8	i

Record cards (already shown). Screens in order: OX1R antag	CHT allo act
`Nc1nc(NCc2ccccc2)nc(NCCO)c1[N+](=O)[O-]` is entered as -22.1	i
`CC(=O)Nc1ccc(C(=O)OCc2ccc(Cl)cc2)cc1` is entered as -9.8	i
`O=[N+]([O-])c1ccccc1-c1ccc(C(=S)N2CCCC2)o1` is entered as -23.6	i
